KDM5B inh = KDM5B demethylase inhibition; Q9UGL1; 220,000 compounds, 2.6% hits; KDM5B demethylase, FDH-coupled NADH fluorescence (FDH is formaldehyde dehydrogenase); AID 1347165; Potency, µM (doses to about 57.7 µM), for the others: top-dose activity change, negative = inhibition, hits mostly inhibitors; active = well fitted inhibition curve with a large enough effect; inconclusive = small, poorly fitted or top-dose-only effect; inactive = no such curve, though single readings can be large or run the other way; also: 0% is about no effect; nearly all actives have a fitted effect of over 70% in size
Target sequence (Q9UGL1 whole entry, looked up): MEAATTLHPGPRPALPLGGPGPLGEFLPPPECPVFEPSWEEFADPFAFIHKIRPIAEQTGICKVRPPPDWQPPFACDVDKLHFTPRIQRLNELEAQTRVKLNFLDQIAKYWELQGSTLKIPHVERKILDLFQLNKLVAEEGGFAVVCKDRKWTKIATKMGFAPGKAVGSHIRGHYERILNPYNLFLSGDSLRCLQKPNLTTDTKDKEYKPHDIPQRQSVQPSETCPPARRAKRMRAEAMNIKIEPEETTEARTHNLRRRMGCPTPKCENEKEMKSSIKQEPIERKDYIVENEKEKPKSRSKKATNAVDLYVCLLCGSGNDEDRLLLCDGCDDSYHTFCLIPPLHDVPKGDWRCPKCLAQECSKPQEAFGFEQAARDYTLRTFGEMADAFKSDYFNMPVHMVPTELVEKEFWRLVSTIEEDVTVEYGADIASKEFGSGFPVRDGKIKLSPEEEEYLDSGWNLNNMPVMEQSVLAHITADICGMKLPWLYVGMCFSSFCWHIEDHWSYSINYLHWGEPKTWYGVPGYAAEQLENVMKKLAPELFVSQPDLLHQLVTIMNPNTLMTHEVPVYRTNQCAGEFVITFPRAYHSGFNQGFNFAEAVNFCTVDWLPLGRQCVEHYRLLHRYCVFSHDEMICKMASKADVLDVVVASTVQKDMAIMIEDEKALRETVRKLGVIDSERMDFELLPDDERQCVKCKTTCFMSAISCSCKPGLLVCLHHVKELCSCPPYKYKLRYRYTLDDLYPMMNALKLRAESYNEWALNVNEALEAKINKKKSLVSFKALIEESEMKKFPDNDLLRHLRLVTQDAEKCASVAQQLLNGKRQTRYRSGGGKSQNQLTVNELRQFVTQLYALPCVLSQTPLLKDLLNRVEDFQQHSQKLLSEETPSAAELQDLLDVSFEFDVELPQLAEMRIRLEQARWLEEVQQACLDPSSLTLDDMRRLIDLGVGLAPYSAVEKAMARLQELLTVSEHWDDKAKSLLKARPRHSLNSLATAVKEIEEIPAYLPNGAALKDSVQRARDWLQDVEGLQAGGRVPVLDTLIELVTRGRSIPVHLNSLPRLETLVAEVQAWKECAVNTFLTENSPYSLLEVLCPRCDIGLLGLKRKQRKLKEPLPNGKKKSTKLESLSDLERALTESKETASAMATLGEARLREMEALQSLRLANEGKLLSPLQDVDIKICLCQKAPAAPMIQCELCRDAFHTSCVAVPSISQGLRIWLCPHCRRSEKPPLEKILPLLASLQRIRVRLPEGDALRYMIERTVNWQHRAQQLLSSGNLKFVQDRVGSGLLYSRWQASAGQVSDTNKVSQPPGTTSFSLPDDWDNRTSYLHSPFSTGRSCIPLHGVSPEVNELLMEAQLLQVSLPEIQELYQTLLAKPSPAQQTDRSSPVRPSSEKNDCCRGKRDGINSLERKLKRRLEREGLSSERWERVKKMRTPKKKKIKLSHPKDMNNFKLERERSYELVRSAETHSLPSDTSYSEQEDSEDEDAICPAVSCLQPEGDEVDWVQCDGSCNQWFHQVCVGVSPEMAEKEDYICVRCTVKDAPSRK
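Compound dilutions met 200 nM (final) KDM5BΔAP for 10 min at room temperature before substrate addition. The substrate mix held 12.5 µM H3K4me3 with cofactors 25 µM α-ketoglutarate and 50 µM Fe²⁺. NADH signal gain over 30 min defined activity.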
The depositor's hits bear a star; u = inconclusive; [ ] = remark or other dose. Potency is read from the fitted curve at half-maximal effect. An excerpt; the hit share may differ from the screen's.

canonical_smiles,KDM5B inh
Cn1nnnc1C1CCCN(C(=O)Nc2ccccc2)C1 (stereo not drawn),3.0%
Cc1ccc(NC(=O)c2c(C)oc3ccc(O)c(CN4CCCCCC4)c23)c(C)c1,14.5%
O=C1CCCC2=C1C(c1ccc(F)cc1)c1c(nc(SCc3ccccc3F)[nH]c1=O)N2 (stereo not drawn),u
COc1ccc(Cn2nnc(C(=O)Nc3cc(OC)ccc3OC)c2N)cc1,u
Cc1ccc2c(c1)nc1n2[C@@H](CN(Cc2ccc(C(=O)O)cc2)Cc2ccc(C(=O)O)cc2)COC1,-9.7%
O=C(CSc1nc(=O)n(Cc2ccncc2)c2c1CCC2)Nc1cccc(F)c1,-21.9%
Cc1ccc(C)c(OCc2cc(C(=O)N3CCC(N4CCSCC4)CC3)no2)c1,10.9%
NC(=O)c1cc(-c2csc(NC3CCCC3)n2)ccc1O,-14.6%
Cc1nn(Cc2ccccc2)c(C)c1[C@@H]1C=C[C@@H](NC(=O)CSCC(=O)O)C1,u
Cc1ccc(S(=O)(=O)NCC2CCC(C(=O)NC3CCCCC3)CC2)cc1 (stereo not drawn),27.8%
O=C1Cc2cc(C(=O)CSc3nnc(-c4ccccc4Cl)o3)c(Cl)cc2N1,-7.4%
CC(C)N(C(=O)COC(=O)/C=C/c1cccc2cccnc12)c1ccccc1,-3.4%
CCOc1ccc(CCNC(=O)c2cccc(Nc3nc4ccccc4nc3-n3nc(C)cc3C)c2)cc1OCC,-6.7%
CC(C[N+](C)(C)C)OC(=O)c1ccc2c(c1)OCO2 (stereo not drawn),-18.5%
O=C(CCc1ccccc1)Nc1cccc(S(=O)(=O)N2CCOCC2)c1,-44.5%
CCOC(=O)C1=C(N)Oc2c(oc(CO)cc2=O)C1c1cccc(F)c1 (stereo not drawn),-11.5%
Cc1noc(-c2ccco2)c1C(=O)NCc1cccc2ccccc12,-26.2%
COc1cc(-c2ccnc(-c3nnc(C)n3Cc3ccncc3)c2)ccn1,-29.1%[86.2 µM]
O=C1CC(c2ccccc2)NCCCCCCN1 (stereo not drawn),13.5%
Cc1cccc(C(=O)Nc2ccc(Oc3cnccn3)cc2)c1,34.6%
Cc1cc(OCC(=O)N(Cc2sccc2C)CC2CCCO2)ccc1Cl (stereo not drawn),0.2%
Cn1c(CO[C@H]2CN(Cc3ccc(C#N)cc3)C[C@H]2F)nc2ccccc21,-18.6%[86.2 µM]
COc1ccc(Nc2cc(C)nc3c(C)ccc([N+](=O)[O-])c23)cc1,7.2%
CCN1CCN(C(=O)Cn2c(C)ccc(NC(=O)Nc3ccc(C)cc3)c2=O)CC1,u
CN(Cc1cnn(C)c1)C(=O)C1CC(=O)N(c2cccc(Cl)c2)C1 (stereo not drawn),6.1%

Structures from the list above containing fluorine (4):
canonical_smiles,KDM5B inh
O=C1CCCC2=C1C(c1ccc(F)cc1)c1c(nc(SCc3ccccc3F)[nH]c1=O)N2 (stereo not drawn),u
O=C(CSc1nc(=O)n(Cc2ccncc2)c2c1CCC2)Nc1cccc(F)c1,-21.9%
CCOC(=O)C1=C(N)Oc2c(oc(CO)cc2=O)C1c1cccc(F)c1 (stereo not drawn),-11.5%
Cn1c(CO[C@H]2CN(Cc3ccc(C#N)cc3)C[C@H]2F)nc2ccccc21,-18.6%[86.2 µM]

Quoted at random: two records from the list.
canonical_smiles,KDM5B inh
CC(C)N(C(=O)COC(=O)/C=C/c1cccc2cccnc12)c1ccccc1,-3.4%
COc1ccc(Cn2nnc(C(=O)Nc3cc(OC)ccc3OC)c2N)cc1,u

(continued)
canonical_smiles,KDM5B inh
Cc1ccc(C)c(-c2[nH]ncc2CN2CCCn3nc(CO)cc3C2)c1,-25.4%
O=C(Nc1ccc(F)cc1)c1cc(-c2ccc[nH]2)n[nH]1,-8.3%
COCC(=O)NC1CCC12CCN(S(=O)(=O)c1cn(C)cn1)CC2 (stereo not drawn),-12.2%
CNC(=O)N1CCC(Cc2nncn2C(C)C)C1 (stereo not drawn),4.5%
Cc1cn2nc(C(=O)NCc3ccccn3)cc2c(=O)[nH]1,u
Cn1c(=O)c2c(ncn2Cc2ccccc2F)n(C)c1=O,17.8%
COC(=O)C(C)OC(=O)c1ccc(OC)c2ccccc12 (stereo not drawn),u
COc1cccc(NC(=O)C(Oc2ccc(S(=O)(=O)N3CCOCC3)cc2)c2ccccc2)c1 (stereo not drawn),u
CN(C)c1nccnc1OC1CCN(C(=O)c2ccn[nH]2)C1 (stereo not drawn),u
Cc1ccc(CNC(=O)CCc2ncc(-c3ccc(F)cc3)o2)cc1,14.0%
CC(CO)NC(=O)CSc1nc(-c2ccccc2)c(-c2ccccc2)o1 (stereo not drawn),79.6%[activator]
COc1cc(Cl)c(C)cc1NC(=O)c1ccc2c(Cl)c3c(nc2c1)CCC3,-2.5%
O=C(O)c1ccc(C(=O)/C=C/c2cccs2)s1,u
O=C(NCCn1cc(SCc2ccc(C(F)(F)F)cc2)c2ccccc21)c1ccccc1F,u
O=C(NCc1ccc2c(c1)OCO2)c1ccc2c(c1)N(Cc1ccccc1)C(=O)c1ccccc1S2=O (stereo not drawn),-2.0%
CNCc1ccc(-c2ccc(Cl)cc2)o1,-15.4%
COCCN1C(=O)[C@H]2CN(Cc3cc(F)c(F)cc3F)C[C@H]2C1=O,-7.3%
CCc1nncn1C1CCN(S(=O)(=O)c2ccc(C)c(C)c2)CC1,14.8%
O=C1CCC2(CCCN(c3ncc(Cl)cc3F)C2)CN1Cc1cccnc1 (stereo not drawn),28.2µM*
O=c1[nH]c2ccc(NCc3ccccc3F)cc2[nH]1,u
O=C(O)c1ccc(-c2ccccc2)cc1,-2.0%
O=C1CC2(CCN(C(=O)c3ccccc3)CC2)Oc2ccccc21,31.6µM*
O=C(c1ccc(Cl)cc1)N1CC2(CCN(Cc3ccc(Cl)cc3)CC2)Cc2ccccc21,-18.2%[115 µM]
OCCC1CN(c2nc(-c3ccccc3)nc3c2CCC3)CCN1C1CCCC1 (stereo not drawn),-14.1%
COC(=O)c1cccc(CNC(=O)c2ccccc2C(=O)O)c1,16.5%
CC(C)CNC(=O)COC(=O)c1nn(Cc2ccccc2)c(=O)c2ccccc12,21.6%
C[S+](=O)([O-])N1CC2(Cc3ccccc31)CN(C(=O)c1ccc(F)cc1)C2,-1.2%
COc1ccc(S(=O)(=O)N2CCC(Cc3nncn3-c3ccccc3)CC2)cc1,u
O=C1/C(=C/c2cccc(F)c2)CSc2c(F)cccc21,u
CN1CC(=O)N(c2ccccc2F)Cc2c(NCC3CC3)ncnc21,-3.7%[86.2 µM]
CCOCCn1c(=O)[nH]c2cc(C(=O)N(C)Cc3ccncc3C)ccc21,36.1%[activator]
Nc1nc(Nc2cccc(F)c2)nc(NCc2ccco2)c1[N+](=O)[O-],-34.2%
O=C(c1ccccn1)N1CCCC2(CNc3ccccc3[S+](=O)([O-])N2)C1 (stereo not drawn),16.4%
CC(=O)Nc1ccc(NC(=O)CSc2nc3c([nH]c4ccccc43)c(=O)n2-c2ccccc2F)cc1,u
CCOc1cc(C(=O)OCC(=O)Nc2ccc(F)cc2F)ccc1OCC(=O)N1CCCCC1,-8.2%
O=C(O)CCCC[C@@H]1SC[C@@H](NC(=O)c2ccccc2)[C@@H]1O,7.7%
O=C(Cc1cccs1)N1CCCn2cc(-c3ccccc3F)nc21,u
CCOC(=O)CSc1nc2ccc(NC(=O)c3ccccc3)cc2s1,u
N#Cc1ccccc1COC(=O)c1ccc(COc2ccccc2)o1,2.0%
O=C(NC1CC1)c1ccc2nnc(-c3ccc(F)cc3)n2c1,126µM*
COCCN(C(=O)CSc1nnc(-c2ccc(Cl)cc2)o1)c1c(N)n(CC(C)C)c(=O)[nH]c1=O,30.4%
COc1cc(C(=O)N/N=C/c2ccc(OC(=O)c3cccc(C)c3)c(OC)c2)ccc1O,-27.1%
CCN1CC(C(=O)NCc2noc(Cc3ccccc3)n2)CCC1=O (stereo not drawn),-21.0%
O=C(CSc1nc2ccccc2o1)c1cccc(C(F)(F)F)c1,-18.6%
O=C(N/C(=C/c1ccco1)C(=O)N1CCCCCC1)c1ccccc1,-44.1%
NC(=O)[C@@H](Cc1ccccc1)NC(=O)C1=C[C@@H](NC(=O)c2cnccn2)[C@@H](O)[C@H](O)C1,-9.2%[86.2 µM]
COc1ccc2nc3n(c2c1)[C@@H](CNCc1ccccc1)COC3,-6.2%[86.2 µM]
S=C(NCc1ccc(Cl)cc1)NCc1cccs1,12.7%
S=C1NCN(Cc2cccnc2)CN1Cc1ccccc1,41.0%[activator]
O=[N+]([O-])c1c(Nc2ccccc2Cl)cc(Cl)c2nonc12,u

Remaining list, next part:
molecule,KDM5B inh
c1ccc2cc(-c3noc([C@@H]4Cc5nc[nH]c5CN4CC4CCCCC4)n3)ccc2c1,28.2µM*
COc1ccc(-c2cc(C(F)(F)F)n3nc(C(=O)O)c(Cl)c3n2)cc1OC,-29.7%
CN(C)c1ccc(CNC(=O)c2cnc3sc(N4CCCCCC4)nn3c2=O)cc1,-32.1%
O=C(Cc1ccc(F)cc1)N1CCCC(c2nn(-c3ccc(F)cc3)c(=O)[nH]2)C1 (stereo not drawn),8.9%
FC(F)(F)c1cc(-c2ccccc2)nc(SCc2cccnc2)n1,4.9%
c1ccc(CCc2nnc(CCc3ccccc3)s2)cc1,-4.7%
CCCN1C(=O)CCc2cc(NC(=O)Cc3ccccc3OC)ccc21,-4.2%
O=C(/C(=C(\O)c1ccccc1)c1nc2ccccc2[nH]1)c1ccccc1,-34.1%
CN(C)C(=O)C1CN(Cc2ccccc2)C(=O)N1 (stereo not drawn),5.1%[287 µM]
CC(NC(=O)CC1(C(=O)O)CCCCC1)c1ccc2c(c1)CCCC2 (stereo not drawn),-6.3%
Cc1nn(-c2ccccc2)nc1C(=O)Oc1cc(C(F)(F)F)nn1-c1ccccc1,u
Cc1oc(-c2nc(C#N)c(N(C)Cc3ccccc3)o2)cc1S(=O)(=O)N1CCOCC1,u
COc1cccc(Oc2coc3cc(OC(=O)c4ccccc4Br)ccc3c2=O)c1,-0.3%
CCOc1cccc(CNc2ncncc2-c2nc(-c3ccccc3)no2)c1,u
COC(=O)c1cc(COC(=O)Cc2coc3cc(C)c(C)cc23)oc1C,12.8%
Cc1c(C(=O)N(C)C)sc2c1c(=O)n(-c1ccc(Cl)c(Cl)c1)c(=O)n2CC(=O)N1CCCCC1C (stereo not drawn),-20.0%
CCC1Oc2ccc(NC(=O)c3ccc([N+](=O)[O-])cc3)cc2CN(Cc2ccccc2F)C1=O (stereo not drawn),-0.4%
O=C1NCCCCCCN(C(=O)c2ccncc2)[C@H]2C[C@H](c3nc(-c4cnccn4)no3)C[C@@H]12,5.1%
CCOCCc1nn2c(=O)cc(COC(=O)c3ccc4c(c3)OCO4)nc2s1,4.8%
O=S1(=O)CC(O)C(N(CCO)C(=S)Nc2ccccc2)C1 (stereo not drawn),-7.1%
CCC(CC)C(=O)Nc1nonc1-c1ccc(Br)cc1,14.9%
Cc1ccc(/C=C/C(=O)c2c(C)nc3ccccc3c2-c2ccccc2)cc1,25.4%
COc1ccc(Cl)cc1NC(=O)N1CCN(c2ccc(=O)n(-c3ccc(C)c(C)c3)n2)CC1,-21.9%
COc1ccc(CN2C[C@H]3CN(Cc4nccn4C)CCN3C2=O)cc1,12.2%[86.2 µM]
Cc1cc(Cn2cc3c4c(cccc42)[C@H](CC(C)C)N[C@H](C(=O)NCc2ccc(C)o2)C3)no1,-15.3%
COc1ccccc1CC(=O)N1CCCc2ncc(C(=O)NCc3cccc(F)c3)cc21,-8.4%[86.2 µM]
COc1cc(CN2CCN(Cc3ccccc3C)CC2)cc(OC)c1O,-29.8%
Cn1nc(C(=O)N2CCN(c3ccc(F)cc3)CC2)c2ccccc2c1=O,u
Cc1ccc(-n2nc(C)c3c(C)c(CCC(=O)NCc4ccc(Cl)cc4)c(C)nc32)cc1,-31.5%
O=C(Cn1c2c(c(=O)n1Cc1ccccc1)CCN(Cc1ccccc1)C2)NCc1cccc(Cl)c1,-23.5%
CCCN1CCN(CCCNC(=O)c2ccc(CS(=O)c3ccc(OC)cc3)o2)CC1 (stereo not drawn),-20.4%
COCCNC(=O)c1ccc2c(c1)N(Cc1c(F)cccc1Cl)C(=O)c1ccccc1S2,-19.4%
COCCn1c(-n2nc(C)cc2C)nc2c1c(=O)n(Cc1ccccc1F)c(=O)n2C,-1.2%
Fc1cc(Br)ccc1Nc1c2c(nc3nc(-c4cccs4)nn13)CCCC2,u
O=C(Nc1ccc(Cl)c(S(=O)(=O)Nc2ccccc2Cl)c1)c1n[nH]c2ccccc12,u
Cc1cc2c(cc1S(=O)(=O)Nc1cccc(Cl)c1C)n(C)c(=O)c(=O)n2C,u
Cc1ccc(CCNC(=O)CCc2nc(CS(=O)(=O)c3ccccc3)no2)cc1,-10.4%
Cc1cccc(C(=O)Nc2nnc(C3CC(=O)N(c4cc(C)cc(C)c4)C3)s2)c1 (stereo not drawn),13.0%
COc1cc(C(=O)N2CCN(c3cccc(C)c3C)CC2)ccc1OCC(=O)N1CCOCC1,0.1%
O=C(NCCC(=O)N(Cc1ccco1)C1CC1)C1CCCC1,10.2%
O=C(NC[C@H]1OC[C@@H](NC2CCCCC2)[C@@H]1O)c1cccs1,-4.5%[86.2 µM]

A stretch taken from the entries so far, for reference:
molecule,KDM5B inh
COc1ccccc1CC(=O)N1CCCc2ncc(C(=O)NCc3cccc(F)c3)cc21,-8.4%[86.2 µM]
COc1cc(CN2CCN(Cc3ccccc3C)CC2)cc(OC)c1O,-29.8%
Cn1nc(C(=O)N2CCN(c3ccc(F)cc3)CC2)c2ccccc2c1=O,u
Cc1ccc(-n2nc(C)c3c(C)c(CCC(=O)NCc4ccc(Cl)cc4)c(C)nc32)cc1,-31.5%

High-throughput results (PubChem)
